# KCNQ1 inh: human KCNQ1 channel inhibition; 310,000 compounds, 1.3% hits; P51787; B-score at 10 µM; CHO-K1 KCNQ1, FluxOR thallium flux fluorescence; stronger effect = higher value; AID 2642;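 active = compounds whose thallium flux B-score, printed positive for inhibition, exceeds three library SD while starting fluorescence stays within three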;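 note: channel opened by potassium depolarization with thallium stimulus after 20 min compound exposure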
# GSK3B inh: human GSK3beta kinase inhibition; GST-GSK3beta kinase, ADP-Glo luminescence, 60 min; stronger effect = lower value; activity score (negative = inhibition), % at 10 µM; 300,000 compounds, 0.038% hits; AID 2097;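 active = more than half of replicate wells score below -50%, meaning over 50% inhibition versus plate controls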;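 note: 0% = median DMSO wells and -100% = median GW8510 positive control wells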
# Target sequence (P49841 whole entry, looked up): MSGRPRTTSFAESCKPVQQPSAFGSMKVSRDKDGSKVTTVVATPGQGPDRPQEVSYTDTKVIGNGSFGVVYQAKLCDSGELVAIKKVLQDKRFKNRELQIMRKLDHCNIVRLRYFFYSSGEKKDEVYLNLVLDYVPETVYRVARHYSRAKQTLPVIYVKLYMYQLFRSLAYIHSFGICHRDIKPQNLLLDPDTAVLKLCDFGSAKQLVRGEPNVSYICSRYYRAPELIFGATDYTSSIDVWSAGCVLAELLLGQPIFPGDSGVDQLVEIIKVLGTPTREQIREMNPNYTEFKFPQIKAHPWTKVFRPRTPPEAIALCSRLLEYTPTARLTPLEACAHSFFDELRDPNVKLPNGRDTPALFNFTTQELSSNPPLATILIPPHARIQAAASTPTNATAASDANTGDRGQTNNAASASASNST
#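 Test system – GST-tagged human GSK3beta kinase, cell-free · Incubation – 60 min enzyme reaction, room temperature · Signal – ADP-Glo luminescence · Also added – peptide substrate and ATP at 25 µM · Controls – DMSO neutral wells and GW8510 at 20 µM as positive · Buffer or medium – Tris/MgCl2 kinase buffer · Measure – Luminescence-derived activity versus plate DMSO and GW8510 wells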
# RGS4 act: potentiators or activators of RGS4 | HEK293 M3R/inducible RGS4, carbachol calcium flux Fluo4; stronger effect = lower value | AID 463111 | 310,000 compounds, 0.92% hits | B-score at 10 µM;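 active = B-score of the integrated calcium signal more than 4 SD below the library mean, with starting fluorescence not abnormally high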;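 note: negative B-score means reduced calcium response which marks RGS4 activation or potentiation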
#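 Assay system: Inducible-RGS4 HEK293 cells carrying M3 receptor | Schedule: Compound preincubation 20 min at room temperature before agonist | Signal: Kinetic calcium fluorescence imaging with Fluo4-AM dye, 2 µM | Read-out basis: B score from integrated fluorescence ratio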
# PolyA inhibitor: inhibitors of polyadenylation in S. cerevisiae. S. cerevisiae SKY197-pL101 polyadenylation reporter, beta-gal luminescence; efflux-impaired pdr1/pdr3 knockout yeast; score 100 = 6 SD above DMSO. calls only at 12 µM. 300,000 compounds, 0.02% hits;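 active = lowest replicate activity score at least 50, where 100 means six control SD above control mean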;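 note: yeast exposed to compound for 9 h at 30 °C; higher score means more reporter readthrough which indicates perturbed polyadenylation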
# GSK3 alpha inh: inhibitors of human GSK-3 alpha kinase | P49840 | ADP-Glo luminescence, 60 min | inhibition, % at 10 µM | 320,000 compounds, 0.1% hits | AID 2650;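 in the data active = inhibition above about 50%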;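 note: GST-tagged GSK-3 alpha with peptide substrate and 25 µM ATP; 0% = DMSO neutral wells and 100% = GW8510 positive control wells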
# Target sequence (P49840 whole entry, looked up): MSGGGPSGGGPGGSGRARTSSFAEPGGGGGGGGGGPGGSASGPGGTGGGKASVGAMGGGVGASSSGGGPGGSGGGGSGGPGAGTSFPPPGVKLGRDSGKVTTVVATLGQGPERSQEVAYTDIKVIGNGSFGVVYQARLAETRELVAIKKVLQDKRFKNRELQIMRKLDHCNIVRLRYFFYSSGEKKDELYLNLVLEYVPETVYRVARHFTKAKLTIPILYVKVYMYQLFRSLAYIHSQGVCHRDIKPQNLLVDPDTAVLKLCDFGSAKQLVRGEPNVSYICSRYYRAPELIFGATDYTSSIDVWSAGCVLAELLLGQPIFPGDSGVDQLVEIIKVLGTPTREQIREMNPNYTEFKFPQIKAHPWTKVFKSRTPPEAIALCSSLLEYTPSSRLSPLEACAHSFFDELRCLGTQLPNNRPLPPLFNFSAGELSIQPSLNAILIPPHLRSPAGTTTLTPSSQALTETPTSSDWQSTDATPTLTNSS
# KCNQ1 act: human KCNQ1 channel potentiation or activation; 310,000 compounds, 0.35% hits; B-score at 10 µM; P51787; CHO-K1 KCNQ1, thallium flux FluxOR fluorescence; stronger effect = higher value;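 active = fluorescence ratio B-score, a plate-corrected score, at least three library SD, with initial intensity B-score within 5 SD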
#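 Assay system: CHO-K1 cells stably expressing KCNQ1; Medium: assay buffer with matched DMSO; Also added: K+/Tl+ depolarizing stimulus; Dosing: single dose; Timing: dye 90 min, compound 20 min, room temperature; Measured by: kinetic FluxOR thallium fluorescence, 10-s 1-Hz baseline, 110-s post-stimulus read; Read-out: peak-minus-minimum fluorescence over initial fluorescence, negative-control normalized, B-scored.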
# KCNK9 inh: inhibitors of human KCNK9 two-pore domain potassium channel | 310,000 compounds, 1.2% hits | Q9NPC2 | HEK293 KCNK9, FluxOR thallium flux fluorescence; stronger effect = lower value | B-score at 10 µM;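 active = ratio B-score over 3 SD below the library mean, with starting fluorescence within 5 SD of its mean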;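 note: negative B-score means less thallium flux so channel inhibition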
# KCNK3 block: human KCNK3 channel inhibition, primary screen; O14649; AID 602410; CHO-KCNK3 thallium flux, FluxOR fluorescence; stronger effect = lower value; B-score at 10 µM; 340,000 compounds, 0.84% hits;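 active = B-score under library mean minus 4 SD, starting fluorescence ratio at most library mean plus 5 SD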;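 note: more negative B-score means stronger inhibition of thallium flux through KCNK3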
# DYRK1A inh: inhibitors of rat Dyrk1A kinase | ADP-Glo luminescence, NFATc1 peptide | 310,000 compounds, 0.43% hits | AID 504441 | inhibition, % at 12.5 µM; in the data active = inhibition above about 50%;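 note: plate controls were vehicle with enzyme for no effect and no enzyme for full effect; many of its hits are not listed in these tables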
# hERG rescue: shields human hERG channel from block by proarrhythmic agents; Q12809; CHO-hERG, FluxOR thallium flux, dofetilide IC70 present; activation (rescue from dofetilide block), less the hit threshold, % at 10 µM; 310,000 compounds, 0.51% hits;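 active = activation above the mean of controls blocked by dofetilide plus 5 SD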;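 note: thallium influx through hERG after potassium depolarization seen as dye fluorescence rise; in these data hits start at about 4.7%; inactives centre near -7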
# RGS4 inh: human RGS4 inhibition; 310,000 compounds, 0.45% hits; P49798; HEK293 M3R/RGS4 inducible, Fluo-4 calcium flux; stronger effect = higher value; triggered by carbachol at its EC20; B-score at 10 µM;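 active = B-score, a plate-corrected calcium signal, over three deviations above library mean, with baseline fluorescence within five deviations of library mean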;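 note: RGS4 expression induced by doxycycline in cells with stable M3 receptor; B-score is computed from the integrated fluorescence ratio over baseline after carbachol; higher B-score means a larger calcium signal and so more RGS4 inhibition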
# An asterisk follows results filed as active; i = inactive; . = no result given.
# Second line of a record – KCNQ1 inh, GSK3B inh, RGS4 act, PolyA inhibitor, GSK3 alpha inh, KCNQ1 act, KCNK9 inh, KCNK3 block, DYRK1A inh, hERG rescue, RGS4 inh
CC1C(=O)NN=C1C(=O)N/N=C\C(Br)=C\c1ccccc1 (stereo not drawn)
    i, 0, i, i, ., i, i, i, -5, -4, i
Cc1cccc(-c2nc3sc(C)cc3c(=O)o2)c1
    i, 4, i, i, -4, i, i, i, -8, -2, i
CC(=O)c1sc2nc(C)c3c(c2c1N)CCCC3
    i, -5, i, i, 13, i, i, i, ., -11, i
Cc1c(NC(=S)N2CCN(c3ccc(F)cc3)CC2)c(=O)n(-c2ccccc2)n1C
    i, -3, i, i, -2, i, i, i, -2, -13, i
COc1cccc(C(=O)COc2ccc3c(C)c(Cc4ccccc4)c(=O)oc3c2C)c1
    i, 0, i, i, 1, i, i, ., ., -6, i
Cc1ccc(NC(=O)c2cc(F)c(F)cc2Cl)nc1
    i, -1, i, i, 0, i, i, i, ., -5, i
Cc1nn(CC(=O)OCC(=O)Nc2c(C(C)C)cccc2C(C)C)c(C)c1[N+](=O)[O-]
    i, -3, i, i, -1, i, i, i, 6, -4, i
CCOc1ccc(NC(=O)N2CCCC2C(=O)NCc2ccco2)cc1 (stereo not drawn)
    i, 0, i, i, -1, i, i, i, -2, -5, i
CCN1CCN(Cc2ccc(NC(=O)c3ccc(C)c(/C=C/c4cnc(Nc5cc(N6CCNCC6)nc(C)n5)cn4)c3)cc2C(F)(F)F)CC1
    i, -31, i, i, 24, i, i, i, 52*, -10, i
C=CCSc1n[nH]c(-c2ccccc2)n1
    i, 0, i, i, 4, i, i, i, 18, -2, i
COc1ccc(CCN2C(=O)CSC2=Nc2ccc(C)cc2C)cc1OC
    i, -16, i, i, -3, i, i, i, ., -4, i
CC(CCc1ccccc1)NC(=O)CN(C)Cc1ccccc1F (stereo not drawn)
    i, 3, i, i, -5, i, i, i, ., -7, i
Cc1ccc(-n2nc(CN3CCOCC3)c(-c3ccccc3)c2N)cc1Cl
    i, 4, i, i, 4, i, i, i, -3, -18, i
Cc1cccc(-c2noc(CN(C(=O)/C=C/c3ccccc3Cl)C(C)C)n2)c1
    i, 0, i, i, ., i, i, i, -4, -10, i
O=[N+]([O-])c1ccc(/C=C/c2ccncc2)cc1
    i, -1, i, ., -1, i, i, i, -1, -7, i
CC1c2ccsc2CCN1C(=O)NC(=O)c1ccc(Cl)cc1 (stereo not drawn)
    i, 5, i, i, 6, i, i, i, 3, -2, i
Cc1ccc(C(=O)N/N=C\C=C\c2ccccc2[N+](=O)[O-])cn1
    i, 4, i, i, ., i, i, i, 18, 0, i
CC1CN(Cc2csc(-c3ccc(Cl)cc3)n2)CC(C)O1 (stereo not drawn)
    i, 1, i, i, -1, i, i, i, 0, -18, i
CCC(=O)NC(c1cccs1)c1cc(Cl)c2cccnc2c1O (stereo not drawn)
    i, 1, i, i, -1, i, i, i, -4, -18, i
Cc1cc(C)c2nc(N3CCCC(C(=O)NCCCN4CCOCC4)C3)sc2c1 (stereo not drawn)
    i, -1, i, i, -4, i, i, i, -4, -10, i
CC(NC(=O)C(=O)NN=C1CCC(C(C)(C)C)CC1)c1ccccc1 (stereo not drawn)
    i, 2, i, i, -2, i, i, i, -5, -12, i
CCCc1nc2cc3c(cc2[nH]1)n(C)c(=O)n3C
    i, -1, i, i, 2, i, i, i, 1, -5, i
CCOC(=O)CN1C(=O)C(O)(c2c(C)[nH]c3ccccc23)c2ccccc21 (stereo not drawn)
    i, 0, i, i, -3, i, i, i, 16, -10, i
CC1(C)CC(=O)c2cc(C(=O)O)c(=O)n(-c3ccccc3)c2C1
    i, 1, i, i, -2, i, i, i, 5, -13, i
CC(=O)[C@H]1[C@H](CCc2ccccc2)NC(=O)N(Cc2ccccc2)[C@@H]1C
    i, 0, i, i, -1, i, i, i, 7, 2, i
OCC(CO)(CO)NCC(O)CN1c2ccccc2Sc2ccccc21 (stereo not drawn)
    i, 0, i, i, -1, i, i, i, -3, -6, i
COc1ccccc1/C=N/NC(=O)c1ccc(-c2ccccc2)cc1
    i, 0, i, i, -3, i, i, i, -1, -4, i
O=C(CNC(=S)N(CCCN1CCOCC1)Cc1cccs1)NCCCN1CCOCC1
    i, 2, i, i, -1, i, i, i, 4, -7, i
COc1ccc(C(=O)NC(=S)N2CCNC(=O)C2CC(=O)OC(C)C)cc1 (stereo not drawn)
    i, -1, i, i, 0, i, i, i, 1, -7, i
O=C(O)CCCc1ccc2c(c1)CCc1ccccc1-2
    i, -16, i, i, ., i, i, i, -2, -8, i
COc1cc2c(cc1OC)CN(CC(=O)Nc1ccc(S(=O)(=O)N(C)C)cc1)CC2
    i, -1, i, i, -1, i, i, i, -6, -2, i
O=C1NC(=O)/C(=C/C(=O)N2CCOCC2)S1
    i, 1, i, i, -2, i, i, i, -13, -7, i
COc1ccc(/C(N)=C/C(=O)C(C)(C)C)cc1
    i, 3, i, i, -2, i, i, i, 7, 4, i
CCOC(=O)C1CCN(C(=O)c2cc3c(C)cc(C)cc3[nH]2)CC1
    i, 1, i, i, -1, i, i, i, 4, -3, i
CCC(C)NC(=O)CCC(=O)Nc1ccc2nc(N3CC(C)CC(C)C3)cc(C)c2c1 (stereo not drawn)
    i, -1, i, i, -1, i, i, i, -7, -16, i
Cc1ccccc1N/C(SCc1ccc(Cl)cc1)=C(/C#N)C(=O)NCc1ccco1
    i, 1, i, i, ., i, i, i, -6, -15, i
Cc1ccc(C)c(Nc2nc(N)c3ccccc3n2)c1
    i, 0, i, i, -1, i, i, i, 1, -8, i
CC(C)C1Cc2c(sc3c2c(=O)n(-c2ccccc2)c2n[nH]c(=S)n32)CO1 (stereo not drawn)
    i, -2, i, i, ., i, i, i, ., -13, i
O=C(CCCC(=O)N(CC(=O)NC1CCCC1)Cc1ccccc1Cl)Nc1ccccn1
    i, -4, i, i, 2, i, i, i, 9, -10, i
CC(C)(C)c1ccc(-c2noc(CCC(=O)N3CCOCC3)n2)cc1
    i, -1, i, i, -1, i, i, i, ., -10, i
O=c1[nH]c2cc3c(cc2cc1CN(CC1CCCO1)S(=O)(=O)c1ccc(Cl)cc1)OCCO3 (stereo not drawn)
    i, 1, i, i, -3, i, i, i, 7, -2, i
CC(=O)Nc1cccc(C(=O)OCC(=O)c2ccccc2Cl)c1
    i, 1, i, i, 1, i, i, i, ., -20, i
Cc1ccccc1OCC(=O)NNC(=O)c1cc(S(=O)(=O)N2CCOCC2)ccc1N1CCCC1
    i, -7, i, i, 0, i, i, i, -2, -9, i
COc1ccc(S(=O)(=O)N(CC(=O)N/N=C/c2ccc(C(=O)O)cc2)Cc2ccccc2)cc1OC
    i, -5, i, i, -5, i, i, i, -9, -7, i
Cc1ccccc1Nc1c(-c2cccnc2)nc2cccc(C)n12
    i, 4, i, i, -1, i, i, i, 5, -12, i
Cn1c(=O)c2c(ncn2CC(COCc2ccc(Cl)cc2)OCc2ccc(Cl)cc2)n(C)c1=O (stereo not drawn)
    i, 4, i, i, -1, i, i, i, 13, -19, i
CSc1sc(C(=O)NCC2CC2)c(-c2cccs2)c1C#N
    i, -4, i, i, 1, i, i, i, -5, -2, i
COc1cc(CNc2ccc3[nH]c(=O)[nH]c3c2)ccc1OCc1ccccc1Cl
    i, -21, i, i, -2, i, i, i, 0, -1, i
Nc1cc(=O)nc(SCC(=O)NCc2ccccc2)n1CCc1ccccc1
    i, 0, i, i, 1, i, i, i, 0, 2, i
Cn1c(=O)[nH]c(=O)c2c1nc(N1CCN(CCO)CC1)n2CCSc1nc2ccccc2s1
    i, 2, i, i, 1, i, i, i, 9, -7, i
CCOC(=O)C(NC(=O)NCc1ccccc1OC)(OCC)C(F)(F)F (stereo not drawn)
    i, 2, i, i, -1, i, i, i, 6, -4, i
CCOC(=O)N1CCC(N2CC34C=CC(O3)C(C(=O)O)C4C2=O)CC1 (stereo not drawn)
    i, 1, i, i, -3, i, i, i, 3, -9, i
CC(=O)Nc1cccc2c1C(=O)NC2=O
    i, 2, i, i, 72*, i, i, i, 22, -4, i
COC(=O)c1ccc(NC(=O)C2CCCN(S(C)(=O)=O)C2)cc1 (stereo not drawn)
    i, 1, i, i, -1, i, i, i, 1, -2, i
COc1ccc(C)cc1S(=O)(=O)n1nc(C)cc1C
    i, -1, i, i, 1, i, i, i, -4, -5, i
NS(=O)(=O)c1ccc2nc(NC(=O)c3ccc(Br)o3)sc2c1
    i, 0, i, i, 0, i, i, i, -3, -16, i
COc1ccc2nc(C)cc(SCC(=O)N/N=C/c3c(OC)ccc4ccccc34)c2c1
    i, -3, i, i, -2, i, i, i, -3, -6, i
O=C(COC(=O)c1oc2ccccc2c1CSc1ccc(Cl)cc1)NC1CCCC1
    10*, 1, i, i, ., i, -8.1*, i, 1, -6, i
O=C(c1cc([N+](=O)[O-])ccc1N1CCOCC1)N1CCN(c2ccccc2)CC1
    i, -1, i, i, 2, i, i, i, -13, -7, i

# A different layout for 2 compounds above.
Compound,KCNQ1 inh,GSK3B inh,RGS4 act,PolyA inhibitor,GSK3 alpha inh,KCNQ1 act,KCNK9 inh,KCNK3 block,DYRK1A inh,hERG rescue,RGS4 inh
Cc1ccc(-n2nc(CN3CCOCC3)c(-c3ccccc3)c2N)cc1Cl,i,4,i,i,4,i,i,i,-3,-18,i
Cc1cccc(-c2noc(CN(C(=O)/C=C/c3ccccc3Cl)C(C)C)n2)c1,i,0,i,i,.,i,i,i,-4,-10,i

# Assay outcomes: PubChem, several laboratories

# Not all compounds are listed; the hit share may differ from the screen's.
